LDHA inh = qHTS assay for inhibitors of human lactate dehydrogenase; purified LDHA, NADH/diaphorase-resazurin fluorescence; stronger effect = lower value; activity change, % (values are at about 110 or 230 µM); 480,000 compounds, 0.15% hits; AID 1347041, 2019; in the data active = activity change below about -30%; inconclusive = mostly about -25% to -30%;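 note: plate controls were DMSO wells for no effect and wells without enzyme for full effect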
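Human LDH5 (2 nM) was incubated with 0.06 mM NADH and 0.2 mM pyruvate for 5 min at room temperature in Tris pH 7.4. Remaining NADH was coupled through diaphorase/resazurin, and resorufin fluorescence was read at 0 and 20 min.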
* marks the source's active call; other numbers are inactive results; ? = inconclusive.

Sample of the layout:
SMILES	LDHA inh
COc1ccc2cc(S(=O)(=O)c3ccc(C(C)C)cc3)c(=O)oc2c1	2
CC(N(C)c1ccccc1)=[N+](C)c1ccccc1	3
Cc1sc2nc(C(C)N3CCC(C)CC3)[nH]c(=O)c2c1C (configuration not stated)	4
O=C1NC[C@H](Cc2ccccc2)N(C[C@@H]2CCCN2C[C@H](Cc2ccc(O)cc2)N2C[C@H](Cc3ccc(O)cc3)N(CCc3ccccc3)C(=O)C2=O)C1=O	-3
COc1ccccc1CC(=O)NCc1nnc2ccc(C(F)(F)F)cn12	2
O=C(NCCc1ccccn1)c1ccc2c(c1)CCCC2	-1
Cn1c(=O)[nH]c(=O)c2c1nc(SCCc1ccccc1)n2Cc1ccccc1	-12

The listing, repeating the preview:
SMILES	LDHA inh
COc1ccc2cc(S(=O)(=O)c3ccc(C(C)C)cc3)c(=O)oc2c1	2
CC(N(C)c1ccccc1)=[N+](C)c1ccccc1	3
Cc1sc2nc(C(C)N3CCC(C)CC3)[nH]c(=O)c2c1C (configuration not stated)	4
O=C1NC[C@H](Cc2ccccc2)N(C[C@@H]2CCCN2C[C@H](Cc2ccc(O)cc2)N2C[C@H](Cc3ccc(O)cc3)N(CCc3ccccc3)C(=O)C2=O)C1=O	-3
COc1ccccc1CC(=O)NCc1nnc2ccc(C(F)(F)F)cn12	2
O=C(NCCc1ccccn1)c1ccc2c(c1)CCCC2	-1
Cn1c(=O)[nH]c(=O)c2c1nc(SCCc1ccccc1)n2Cc1ccccc1	-12
C=CCOc1ccccc1NC(=O)Cc1ccccc1	-18
Nc1nc(N2CCN(Cc3ccc(Cl)cc3Cl)CC2)c2[nH]cnc2n1	-6
O=C(CC1(C(=O)O)CCCCC1)Nc1ccc(NS(=O)(=O)c2ccc(F)cc2)cc1	-8
CCOc1ccccc1OCC(=O)Nc1cccc2cccnc12	-1
NC(=O)NNC(=S)NC12CC3CC(CC(C3)C1)C2	-5
CC(CCc1ccccc1)NC(=O)c1ncc(Cl)c(Cl)c1Cl (configuration not stated)	7
Cc1cccc(C(=O)NC(C)C(=O)OCc2cc(=O)oc3cc(O)ccc23)c1 (configuration not stated)	1
COC(=O)C[C@H]1CC[C@@H](NC(=O)C2CC2)[C@@H](CO)O1	-16
CCCn1nc(C(=O)Nc2ccc(S(=O)(=O)C(F)F)cc2)c2ccccc2c1=O	7
O=C(NC1CCCc2ccccc21)c1ncc(Cl)c(Cl)c1Cl (configuration not stated)	13
COc1ccc2ccc(OCc3cccc(C#N)c3)cc2c1	6
COc1ccccc1CNC(=O)CSc1nnc2ccc(-c3ccc4c(c3)OCO4)nn12	3
COCc1cn(CC[C@@H]2CC[C@@H](NC(=O)Nc3ccc4c(c3)OCO4)[C@@H](CO)O2)nn1	2
CC(=O)c1ccc(NC(=O)C2(c3ccc(Br)cc3)CCCC2)cc1	-2
COc1ccc2cc(C(=O)NCC(=O)NC3CC3)c(C)nc2c1	7
Cc1ccc(C(=O)/C=C/c2ccc(C(C)C)cc2)cc1[N+](=O)[O-]	-24
CCN(CC)S(=O)(=O)c1cccc(C(=O)N(C)Cc2cccs2)c1	-3
COc1cc2ncn(CCC(=O)N3CCN(c4cccc(Cl)c4)CC3)c(=O)c2cc1OC	2
O=C(OC1CCOC1=O)c1ccccc1SC1CCOC1=O (configuration not stated)	-1
Cc1ccc(NC(=O)C2CCCN(S(=O)(=O)c3ccc4[nH]c(=O)oc4c3)C2)cc1N(C)C (configuration not stated)	12
CC(C)CC1NC(=O)N(Cc2coc(-c3ccccc3)n2)C1=O (configuration not stated)	-11
CC1CCCN(CC(=O)Nc2oc3ccccc3c(=O)c2-c2ccccc2)C1 (configuration not stated)	3
Cc1ccc2nc(-c3ccc(Cl)cc3)c(Cc3ccccn3)n2c1	3

The last four compounds of the section before lead into the next.
SMILES	LDHA inh
Cc1ccc(NC(=O)C2CCCN(S(=O)(=O)c3ccc4[nH]c(=O)oc4c3)C2)cc1N(C)C (configuration not stated)	12
CC(C)CC1NC(=O)N(Cc2coc(-c3ccccc3)n2)C1=O (configuration not stated)	-11
CC1CCCN(CC(=O)Nc2oc3ccccc3c(=O)c2-c2ccccc2)C1 (configuration not stated)	3
Cc1ccc2nc(-c3ccc(Cl)cc3)c(Cc3ccccn3)n2c1	3
Cc1ccc(NC2(c3nnnn3-c3c(C)cccc3C)CCCC2)cc1	2
Cn1nc(C(=O)OCCOc2ccccc2F)c2ccccc2c1=O	-7
Cc1cc(N2CCN(C(C(=O)O)c3c[nH]c4ccccc34)CC2)nc2ccccc12 (configuration not stated)	28
CCc1cccc2c(C(=O)Cn3cc(S(=O)(=O)N(CC)CC)ccc3=O)c[nH]c12	7
O=C(CCl)NCCC12CC3CC(CC(C3)C1)C2	10
Cc1cc(Cl)ccc1OC(=O)c1cc2ccccc2oc1=O	-7
O=C(Cn1cc(CN(Cc2ccccc2)Cc2ccccc2)nn1)Nc1cc(C(F)(F)F)ccc1Cl	-4
COc1ccc(CN(Cc2ccccc2)C(=O)c2ccccc2O)cc1COc1ccc(NC(C)=O)cc1	4
CCS(=O)(=O)N1CCc2cc(C(=O)CSc3nnc(C)n3C3CC3)ccc21	?
CSc1cccc(N=Cc2cc(Cl)ccc2O)c1	12
Cc1ccccc1-c1nc(CN2C(=O)CSc3ccc(S(=O)(=O)N4CCCC4)cc32)c(C)o1	-1
CCOc1ccc(-c2nnc(SCc3nc4ccccc4o3)o2)cc1	0
CC1=NN(c2nc(C)cc(C)n2)C(=O)C1Cc1ccc(Br)cc1 (configuration not stated)	5
CCc1ccc(-c2nn(C)c(=O)c3c2CCCC3)cc1S(=O)(=O)Nc1cccc(C(C)=O)c1	-2
CSc1nc2ccccc2c(=O)n1CC(=O)c1ccc(C)cc1	18
C=C(C)COc1cccc(C(=O)Nc2ccccc2)c1	4
CCOc1ccc(-c2cc(C(=O)NC(C)C)c3ccccc3n2)cc1	1
O/N=C/C(Cl)=C(Sc1ccc(Cl)cc1)Sc1ccc(Cl)cc1	5
Cc1cc(C)c(C(N)C(=O)O)cc1C (configuration not stated)	2
CCc1ccc(C2CC3C(CN2S(=O)(=O)c2ccc(C)cc2)C(=O)CC(c2ccc(CC)cc2)N3S(=O)(=O)c2ccc(C)cc2)cc1 (configuration not stated)	-2
Oc1cccc(/C=C/c2nc3cc(Cl)ccc3o2)c1	1
COc1ccccc1NC(=O)C(C)N(C)Cc1ccccc1N1CCCCC1 (configuration not stated)	2
Cc1cc(C)c2c(=O)cc(C(=O)Nc3cccnc3)oc2c1	0
O=S(=O)(NC(c1ccccc1)C1CC1)c1cccs1 (configuration not stated)	1
CN(C)C(=O)COC(=O)c1ccccc1-c1nc2ccccc2s1	-6
CCCSC1=C(C#N)C(c2ccc(O)cc2)CC(=O)N1 (configuration not stated)	0
CCc1ccc(C(=O)NC(C)C2CCCO2)s1 (configuration not stated)	0
CC(C)(/C=N/O)/[N+]([O-])=C/c1ccc(F)cc1	5
CCOC(=O)c1[nH]c2c(c1CCC1CCCCC1)C(=O)CC(c1ccccc1)C2 (configuration not stated)	-18
COc1ccc(-c2nn(C)c(=O)c3ccccc23)cc1NC(=O)c1ccccc1	6
Cn1c(=O)[nH]c(=O)c2c1nc(N1CCC(C(N)=O)CC1)n2Cc1ccccc1Cl	12
COC(=O)c1ccc(COC(=O)c2cc3c(s2)CCC3)o1	1
O=C(COC(=O)C1(c2ccc(F)cc2)CCCC1)Nc1ccc([N+](=O)[O-])cc1C(F)(F)F	3
CC(C)c1ccc(OCC(=O)Nc2ccc3oc(-c4cccnc4)nc3c2)cc1	-21
CCCn1cc2c(C(F)(F)F)cc(=O)n(CCC(=O)O)c2n1	?
CCOC(=O)CC(NC(=O)c1cc2cc(Cl)ccc2oc1=O)c1ccccc1Cl (configuration not stated)	15
CC(NC(=O)c1cc2ccccc2[nH]1)c1ccccc1 (configuration not stated)	10
COc1ccc(Cl)cc1-c1nc(SCC(=O)NC(C)(C#N)C(C)C)n[nH]1 (configuration not stated)	2
COc1cccc(C(=O)OCCOc2ccccc2Cl)c1O	-5
COc1cccc(NC(=O)Nc2c(NC3CCCC3)c3ccccc3oc2=O)c1	-8
CCCCCCCCN1C(=O)[C@H](CC(=O)NCCCCc2ccccc2)C[C@@]2(C(=O)OCC)CCCC=C12	1
CCOC(=O)c1ccc(NC(=O)c2sc3nc(-c4ccncc4)ccc3c2N)cc1	11
O=C(Cc1c[nH]c2ccccc12)Nc1cccc(F)c1	6
CCCCCCn1cc(CN2CC(N(C)CC)CS2(=O)=O)nn1 (configuration not stated)	1
Cn1cc(C(=O)N2CCN(S(=O)(=O)c3cccc(Br)c3)CC2)c2ccccc21	-18
CCOC(=O)/C(C#N)=C/c1cccnc1	-14
COC(=O)c1ccc(/C=N/NC(=O)C2CC2)cc1	4
C=CCNC(=O)c1ccsc1N	3
Clc1ccccc1CNCCN1CCCC1	2
CCCn1c(=O)[nH]c(=O)c2c1nc(-c1cccc(C)c1)n2CCN1CCOCC1	-24

Next part.
SMILES	LDHA inh
O=C(O)CC(C(=O)O)c1ccc(OCCCOc2ccc(C(CC(=O)O)C(=O)O)cc2)cc1 (configuration not stated)	-9
Cc1ccc2nc(C)c(Cc3nnc(SCC(=O)Nc4cccc(Cl)c4C)n3C)c(=O)n2c1	4
COc1ccc(C(=O)Oc2cccc(C)c2C)cc1Br	11
Cc1c(C(=O)c2ccccc2)oc2ccc(N)cc12	-3
CC(=O)NCCC(=O)Nc1ccc2c(c1)CCC2	0
CCc1ccc(NC(=O)c2ccccc2NCC(=O)N2CC(=O)Nc3ccccc32)cc1	12
CCOC(=O)C1=C(Nc2ccccc2)O/C(=C\c2cc(F)ccc2F)C1=O	4
O=C1[C@H]2[C@@H]3CCN1CCC[C@@H]2C=C[C@@H]3c1ccc(Br)cc1	3
COc1ccc(C(=O)Nc2ccc3nc(C)[nH]c3c2)c(OC)c1	5
O=C1COc2ccc(S(=O)(=O)NC3CCCCCC3)cc2N1Cc1noc(C2CC2)n1	-2
O=c1[nH]nc(-c2ccco2)c2c1Nc1nnnn1C2c1ccccc1Cl (configuration not stated)	?
O=C(NNC(=O)C1C2CCCCC21)c1ccccc1Cl (configuration not stated)	-2
CN(C)CCNC(=S)NC(=O)c1ccccc1	-4
CC1=C/C(=N\NC(=S)Nc2cccc(C(F)(F)F)c2)CC1	-25
COc1ccc(N2Cc3cccc(C(=O)O)c3C2=O)cc1OC	1
Fc1c(C(F)(F)F)nc2ccc(Br)cn12	9
CCCc1nc(N2CCN(CC(=O)N3CCOCC3)CC2)c(C#N)c2c1CCC2	-23
Cc1cc(Br)cc(C)c1C(=O)O	?
Cc1cccc(Cn2ncc3c4sc(C)cc4n(C)c3c2=O)c1	-2
Cc1ccc(Nc2nc(N3CCCC3)nc3nccnc23)c(C)c1	-16
COc1ccc2c(=O)c(-c3ccccc3OC)c(C(F)(F)F)oc2c1	1
CCC(Oc1ccccc1F)C(=O)NCc1csc(-c2ccc(C)cc2)n1 (configuration not stated)	0
CCOC(=O)c1ccccc1NC(=O)CSc1c(CC(C)C)cnc2c1c(=O)n(C)c(=O)n2C	3
CC(C)c1cc(C(=O)O)c2c(C3CC3)nn(-c3ccccc3)c2n1	3
O=C(O)Cc1sc(NC2CC2)nc1-c1ccccc1	-4
CCN(CC)C(=O)c1cccc(NS(=O)(=O)c2cccs2)c1	-23
COc1ccc(NC(=O)CCc2ncc(-c3ccccc3Cl)o2)c(OC)c1	-1
CCCCCCCCNC(=O)c1ccncc1	2
CCC(=O)NC(c1ccco1)c1cc(Cl)c2c(c1O)NCCC2 (configuration not stated)	25
O=C(COC(=O)c1cc(=O)c2ccccc2o1)NC1CCCCCC1	-4
Cc1ccc(NS(=O)(=O)c2ccc(-c3cnc(C)o3)cc2)cc1	7
Cc1c(C)c2ccc(OCC(=O)NCc3ccc(S(N)(=O)=O)cc3)cc2oc1=O	2
COc1ccc(OC)c(NC(=O)CCc2c(C)c3ccc(OC)c(C)c3oc2=O)c1	1
COc1ccc(C(=O)/C=C/c2ccc(C)cc2)c(O)c1	-1
Cc1cccc(CN2CCN(C3CN(Cc4cn(Cc5cccc(C(F)(F)F)c5)nn4)S(=O)(=O)C3)CC2)c1 (configuration not stated)	-6
COc1ccc(Br)cc1C(=O)NCC1(c2ccccc2)CCOCC1	-4
O=C(NCc1ccncc1)c1ccc(NS(=O)(=O)c2ccc3[nH]c(=O)[nH]c3c2)cc1	0
Nc1ccc(-c2ccc(CO)o2)cc1	14
C[N+](C)(C)c1ccc(/C=N/N=C/c2ccccc2)cc1	5
O=C(CCc1ncc(-c2ccccc2Cl)o1)N1CCN(S(=O)(=O)c2ccccc2Cl)CC1	-4
Cc1ccc(-n2cnnc2SCc2nc3ccccc3o2)c(C)c1	10
COc1cccc(C2=NS(=O)(=O)N(C)C(C(=O)Nc3ccn(Cc4ccc(C)cc4)n3)=C2)c1	4
N#Cc1ccc(S(=O)(=O)N2CCC(C(=O)Nc3nc4c(s3)CCC4)CC2)cc1	?
Cc1ccc(N/N=C/c2ccc(C)s2)cc1	-19
Cc1nc2ccccc2nc1CN1C(=O)C(=O)N(C2CCCC2)C1=O	-9
O=C(Nc1cc(C(F)(F)F)ccc1Cl)C(F)(F)C(F)(F)C(F)(F)C(F)(F)C(=O)Nc1cc(C(F)(F)F)ccc1Cl	2
COc1ccc(N(Cc2cc(CN3CCOCC3)cs2)S(=O)(=O)c2ccc(F)cc2)cc1	5
COCCSc1nnc(-c2ccc(Cl)cc2)n1-c1ccc(OC)cc1	-6
COC(=O)CNC(=O)Cn1ccc2c(Cl)cccc21	2

The list is partial, so the mix of outcomes need not match the whole.
